miR122 inh – miR-122 Renilla sensor signal increase in Huh7, primary screen, miR-122 inhibitor project, cell-based, single point, plate reader | activation (reporter increase), % at 12.5 µM | Huh7 miR-122 Renilla luciferase sensor, 48 h; neutral wells = 0, positive control = 100 | 340,000 compounds, 0.3% hits;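 active = mean replicate activation score at least 90 and every replicate individually at or above 90; inconclusive = only one of the two criteria met; inactive = neither criterion met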;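 also: higher luciferase means less miR-122 activity so hits act as miR-122 inhibitors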
EWS-Fli block – EWS/Fli-driven NR0B1 reporter inhibitors, primary screen, A673 cells, NR0B1 luciferase, luminescence, MLPCN library; viability-normalised; inhibition, % at 12.6 µM; 350,000 compounds, 0.67% hits;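 active = mean inhibition of at least 50% after viability correction, with every replicate also passing that limit; inconclusive = mean reaches 50% but only one of two replicates passes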;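 also: firefly luciferase signal divided by Alamar Blue viability fluorescence both relative to DMSO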
PAX8 inh HTS – inhibitors of PAX8-driven TPO luciferase reporter, primary screen, RMG-I cells, single concentration | SteadyGlo, 24 h | inhibition, % at 12.6 µM | 360,000 compounds, 1.2% hits;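 active = mean replicate inhibition at least 60% with every replicate also reaching 60%; inconclusive = only one of the two criteria is met; inactive = mean below 60% and not all replicates reaching 60%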;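 also: luciferase light reporting Pax8 driven TPO promoter activity; plate controls were median of neutral control wells for no effect and mitoxantrone controls for full effect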
INS-1E GSIS act – GLuc luminescence reporter in INS-1E cells, primary screen for activators of glucose-dependent secretion of insulin; INS-1E GLuc reporter insulin secretion, 2-3 h; activation, % at 16.6 µM; 370,000 compounds, 0.61% hits;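 active = lowest replicate activation of at least 40%, so every replicate reaches that level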;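 also: 0% = median of neutral control wells and 100% = median of IBMX positive control wells; some compounds called inactive have numbers as strong as hits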
FN deposit inh – inhibitors of fibronectin matrix deposition, primary screen, AH1F cells, Alexa488-fibronectin fluorescence, plate reader; 350,000 compounds, 0.086% hits; AID 743247, 2014; inhibition, % at 12.6 µM; AH1F fibroblasts, overnight;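 active = mean inhibition across replicates of 30% or more, regardless of how many single replicates reach that level; inconclusive = mean under 30% yet at least half of replicates reach 30%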;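 also: positive control wells lacked labelled fibronectin entirely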
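Schedule: 1 h cell adhesion before compound, then overnight fibronectin incubation; test system: AH1F fibroblast monolayer depositing Alexa488-labelled fibronectin into matrix; quantity: 10000 AH1F cells per well; probe or stimulus: fluorescent fibronectin at 24 nM final; signal: fluorescence, ex 485 nm, em 525 nm; evaluation: percent inhibition as loss of matrix-bound fibronectin fluorescence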
DENV2 CPE – inhibitors of DENV2 cytopathic effect, primary screen, cell-based, plate reader, single concentration. DENV2-infected cells, cytopathic effect rescue. CPE inhibition, % at 9.99 µM. 350,000 compounds, 1.7% hits. AID 651640, 2012; in the data active = CPE inhibition above about 20%, passing the limit was not always enough; inconclusive = no clear call, values can overlap the other calls; tested in BHK-21 cells;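 also: 0% = median of neutral control wells and 100% = median of positive control wells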
CFTR F508del cor – F508del CFTR correction, initial screen, CFBE line, single point. CFBE cells, YFP halide quenching; stimulated with forskolin plus potentiator P3; % fluorescence drop versus neutral controls. activity (quench increase), % at 7.58 µM. 350,000 compounds, 0.36% hits;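 active = mean added fluorescence quench of at least 8% versus neutral control, with both replicates also reaching 8%; inconclusive = only one of the mean or replicate conditions met; inactive = mean below 8% and not both replicates reaching 8%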;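 also: cells transiently co-express mutant CFTR-F508del with the halide-sensitive YFP; corrector assay measuring rescue of mutant channel to the surface after 24 h compound exposure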
* = called active by the depositor; ? = inconclusive; . = not tested or not shown; [ ] = remark or other dose.

cpd	SMILES	FN deposit inh	CFTR F508del cor	DENV2 CPE	PAX8 inh HTS	EWS-Fli block	miR122 inh	INS-1E GSIS act
1	Cc1ccc(S(=O)(=O)N(C#N)c2nc(C)cc(C)n2)cc1	5	.	.	-5	.	-1	.
2	CCCOP(=O)(c1ccc(N(C)C)cc1)C(O)c1c(Cl)cccc1Cl (centres undefined)	4	-1.2	-1	-15	0	29	-13
3	O=C(CCc1c[nH]c2ccccc12)N1CCN(S(=O)(=O)c2ccccc2)CC1	5	-1.9	-1	12	0	-9	3
4	C/C=C/c1ccc2c(c1)O[C@H](CN(C)C(=O)Nc1ccc(OC)cc1)[C@H](C)CN([C@@H](C)CO)S2(=O)=O	3	0.8	-3	.	3	-18[16.7 µM]	-8
5	COCCNC(=O)C[C@H]1C[C@@H]2c3cc(NC(=O)Nc4ccc(OC)cc4)ccc3O[C@@H]2[C@@H](CO)O1	-2	-0.8	2	-9	7	-1[16.7 µM]	0
6	CC1Cc2ccccc2N1C(=O)CSc1nnnn1C1CCCC1 (centres undefined)	-4	.	.	-17	.	4	.
7	C[C@@H]1CCCCO[C@H](CN(C)S(=O)(=O)c2ccc(F)cc2)[C@H](C)CN([C@@H](C)CO)C(=O)c2cc(N(C)C)ccc2O1	15	-1.1	6	46	-1	-10[16.7 µM]	-3
8	N#C[C@H]1[C@@H](c2ccc(C#CC3CCCCC3)cc2)[C@H](CO)N1C(=O)Cc1ccccn1	-22	4.3	.	18	-2	.	0
9	COc1cccc(C(=O)N2CCN(C(=O)C3COc4ccccc4O3)CC2)c1 (centres undefined)	5	-2.5	-5	7	9	-5	8
10	C[C@@H]1CN([C@H](C)CO)C(=O)c2cc(C#CC3CC3)cnc2O[C@@H]1CN(C)Cc1cccc(C(=O)O)c1	-15	-2.2	14	-30	5	.	-10
11	CCN(CC)S(=O)(=O)c1ccc(NC(=O)CCC2CCCCC2)cc1	14	.	.	10	.	8	.
12	C[C@H](CO)N1C[C@H](C)[C@@H](CN(C)Cc2ccncc2)Oc2cc(Br)ccc2S1(=O)=O	-7	0.9	-9	.	12	14[16.7 µM]	-24
13	Cc1c(C2Nc3ccccc3C2C)[nH]c2ccccc12 (centres undefined)	-11	10*	?	15	-45	.	8
14	COc1ccc([C@H]2N[C@]3(CCCN(Cc4ccc(Cl)cc4)C3=O)[C@H]3C(=O)N(Cc4ccccc4)C(=O)[C@@H]23)cc1	9	1.4	-4	2	-8	-4	.
15	COc1cccc(NC(=O)Nc2nnc(Cc3ccccc3)s2)c1	4	1.4	1	11	13	-4	-6
16	CC1C(=O)CCCCCCCCCC2C1(N1CCOCC1)CS2(=O)=O (centres undefined)	-1	.	.	-7	.	-1	.
17	CC(C)Cc1nnc(NC(=O)Cc2cccs2)s1	.	.	-3	-7	0	.	9
18	O=S(=O)(Oc1ccccc1/C=N/n1cnnc1)c1ccccc1	-8	.	5	6	-16	.	12
19	CC(C)CNS(=O)(=O)c1ccc(CCC(=O)NC2CCCC2)cc1	3	-0.1	10	-14	-4	-20	8
20	O=[N+]([O-])c1ccc(N2CCN(c3ccccc3O)CC2)c(Cl)c1	-6	.	.	-66	.	.	-27

Remaining list, next part
cpd	SMILES	FN deposit inh	CFTR F508del cor	DENV2 CPE	PAX8 inh HTS	EWS-Fli block	miR122 inh	INS-1E GSIS act
21	CCC(=O)NC(=S)Nc1ccc(OC)cc1OC	5	.	.	-2	.	.	-7
22	CCn1c(Oc2cccc(Br)c2)nc2c1c(=O)n(C)c(=O)n2C	10	-0.2	?	-6	9	4	9
23	O=[N+]([O-])c1ccccc1S(=O)(=O)Oc1ccc(C(=S)N2CCOCC2)cc1	-2	.	14	19	-1	.	-7
24	CCn1c(COc2cccc(C)c2C)nnc1SCC(=O)N1CCN(c2ccc(OC)cc2)CC1	4	.	.	25	.	-21	.
25	Cc1ccc(CN(C)C[C@@H]2OCc3cn(nn3)CCCC(=O)N([C@H](C)CO)C[C@H]2C)cc1	-7	-1.5	.	.	3	-2[16.7 µM]	2
26	COc1ccccc1-c1ccc2c(c1)O[C@@H](CN(C)CC1CCOCC1)[C@H](C)CN([C@@H](C)CO)S2(=O)=O	-9	-3.3	6	0	12	7[16.7 µM]	-1
27	Cc1ccc(C)c(NC(=S)/C(=C(\[O-])c2ccc(Cl)s2)[n+]2ccccc2)c1	-12	1.0	10	14	-9	.	-18
28	CO[C@H](CN(C)C(=O)C1CC1)[C@H](C)CN(C(=O)Nc1ccc(C(F)(F)F)cc1)[C@@H](C)CO	-4	-0.3	-6	-19	-4	.	-36
29	O=C(C[C@H]1CC[C@H](NS(=O)(=O)c2ccc(F)cc2)[C@@H](CO)O1)N1CCC(Cc2ccccc2)CC1	.	1.8	?	21	7	.	-32
30	CO[C@H]1CC[C@@H]2CCOc3c(C#N)cccc3C(=O)N(C)C[C@H](OC)[C@@H](C)C(=O)N(C)C[C@H]1O2	8	.	-2	-19	8	.	4
31	O=C(NC(=S)Nc1ccccc1F)c1ccc(Br)o1	5	.	0	-87	-30	28	-7
32	Cc1ccnc(NC(=O)c2ccc(OCc3c(C)noc3C)cc2)c1	0	0.9	-2	-175	-107	-5	11
33	CC(C)c1ccc(/C=C2\NC(=S)N(Cc3cccnc3)C2=O)cc1	-17	0.0	-3	-9	25	1	17
34	C[C@H](CO)N1C[C@H](C)[C@H](CN(C)C)Oc2cc(-c3ccc(C#N)cc3)ccc2S1(=O)=O	.	4.0	-4	.	2	-3[16.7 µM]	12
35	Cc1ccc(-c2nc3ccccc3[nH]2)cc1N	.	-2.7	0	.	-54	4	3
36	O=C(CSc1ncccn1)NC(=O)NC1CCCC1	.	0.3	?	-1	-4	0	-2
37	C[C@H](CO)N1C[C@H](C)[C@H](CN(C)Cc2cccc(C(=O)O)c2)Oc2ncc(C#C[C@@H](C)O)cc2C1=O	.	0.2	.	.	-27	-3[16.7 µM]	3
38	Cc1cccc(NC(=O)C(c2cccc([N+](=O)[O-])c2)N2CCCCC2)c1 (centres undefined)	5	.	.	6	.	20	-29
39	O=C(NCc1ccccc1)C1CCCN(S(=O)(=O)c2cccc3nonc23)C1 (centres undefined)	-3	.	.	17	.	.	-10
40	Cc1ccc(CN(C)C(=O)c2ccccc2NC(=O)c2ccccc2)o1	-8	3.8	-5	5	3	.	-10

A second format for part of the listing above.
29	O=C(C[C@H]1CC[C@H](NS(=O)(=O)c2ccc(F)cc2)[C@@H](CO)O1)N1CCC(Cc2ccccc2)CC1
30	CO[C@H]1CC[C@@H]2CCOc3c(C#N)cccc3C(=O)N(C)C[C@H](OC)[C@@H](C)C(=O)N(C)C[C@H]1O2
31	O=C(NC(=S)Nc1ccccc1F)c1ccc(Br)o1
32	Cc1ccnc(NC(=O)c2ccc(OCc3c(C)noc3C)cc2)c1
33	CC(C)c1ccc(/C=C2\NC(=S)N(Cc3cccnc3)C2=O)cc1
34	C[C@H](CO)N1C[C@H](C)[C@H](CN(C)C)Oc2cc(-c3ccc(C#N)cc3)ccc2S1(=O)=O
35	Cc1ccc(-c2nc3ccccc3[nH]2)cc1N
36	O=C(CSc1ncccn1)NC(=O)NC1CCCC1
37	C[C@H](CO)N1C[C@H](C)[C@H](CN(C)Cc2cccc(C(=O)O)c2)Oc2ncc(C#C[C@@H](C)O)cc2C1=O
assay / compound,29,30,31,32,33,34,35,36,37
FN deposit inh,.,8,5,0,-17,.,.,.,.
CFTR F508del cor,1.8,.,.,0.9,0.0,4.0,-2.7,0.3,0.2
DENV2 CPE,?,-2,0,-2,-3,-4,0,?,.
PAX8 inh HTS,21,-19,-87,-175,-9,.,.,-1,.
EWS-Fli block,7,8,-30,-107,25,2,-54,-4,-27
miR122 inh,.,.,28,-5,1,-3[16.7 µM],4,0,-3[16.7 µM]
INS-1E GSIS act,-32,4,-7,11,17,12,3,-2,3

(further entries)
cpd	SMILES	FN deposit inh	CFTR F508del cor	DENV2 CPE	PAX8 inh HTS	EWS-Fli block	miR122 inh	INS-1E GSIS act
41	Cc1cc(NC(=O)CSc2nnc(C)c(=O)n2N)no1	3	0.7	4	-4	5	.	6
42	CC(=O)OC1OCCOC1NC(=S)Nc1ccc(C)cc1 (centres undefined)	0	3.6	0	6	-5	2	-3
43	O=C(NCCS(=O)(=O)NCc1cccnc1)c1ccccc1	-5	0.8	12	2	2	.	3
44	CCNC(=O)C[C@H]1C=C[C@H](NC(=O)C2CCOCC2)[C@@H](CO)O1	.	-3.8	6	-7	-4	.	16
45	CC(C)=CC(=O)Nc1nc2ccc([N+](=O)[O-])cc2s1	-1	.	.	-4	.	.	-2
46	CN(C)CCNc1oc(COc2ccc(Cl)cc2Cl)nc1C#N	2	.	.	.	.	0	4
47	COCCn1c(C)cc(C(=O)CSc2nc3nc(C)cc(C)n3n2)c1C	1	.	.	12	.	-1	31
48	CNC[C@H]1Oc2c(NS(=O)(=O)c3ccc(Cl)cc3)cccc2C(=O)N([C@H](C)CO)C[C@@H]1C	7	0.6	2	-21	-5	6[16.7 µM]	13
49	CC(C)c1cn(CC[C@@H]2CC[C@H](NC(=O)c3cccc(F)c3)[C@@H](CO)O2)nn1	2	-1.0	2	-14	-1	-22[16.7 µM]	29
50	COc1ccc(S(=O)(=O)N(C)C[C@@H]2OCCCC[C@H](C)Oc3ccc(NC(=O)Nc4ccccc4)cc3C(=O)N([C@H](C)CO)C[C@@H]2C)cc1	5	-4.5	12	11	13	13[16.7 µM]	-40
51	CCC1(c2ccc(Cl)cc2)NC(=O)N(CC(=O)NC2CCCCCC2)C1=O (centres undefined)	-3	-6.1	15	14	7	.	-46
52	COc1ccccc1S(=O)Cc1ccc(C(=O)NCc2ccccc2Cl)o1 (centres undefined)	-6	0.6	8	8	2	7	-19
53	O=C(Cc1cccc(NC(=O)C2CCCN(C(=O)C3CCCCC3)C2)c1)Nc1ccc(C(=O)N2CCCCC2)cc1 (centres undefined)	-1	5.5	4	2	-8	-4	-14
54	COC(=O)C1=C(C)N(Cc2cccc(C(F)(F)F)c2)C(=NCc2ccccc2C(F)(F)F)NC1c1cccc(F)c1 (centres undefined)	2	0.9	10	31	30	.	166*
55	CCOC(=O)C1=C(CC)Nc2ccccc2N=C1NC(=O)c1ccc(OC)c(S(=O)(=O)N2CCOCC2)c1	0	1.9	6	-12	2	1	-7
56	Cc1ccc(C(=O)N2N=C(c3ccccc3)CC2(O)C(F)(F)F)o1 (centres undefined)	-5	.	1	-1	-9	5	-22
57	Cc1ccc(/C(N)=N/OC(=O)c2ccc3ccccc3c2)cc1	3	-1.0	6	.	-28	0	.
58	COc1ccc(C(=O)NNc2ccccc2)cc1	0	.	.	-13	.	.	-8
59	C[C@H]1CCCCO[C@H](CN(C)C(=O)Nc2ccc3c(c2)OCO3)[C@@H](C)CN([C@@H](C)CO)C(=O)c2cc(N(C)C)ccc2O1	.	-0.2	4	9	-1	-10[16.7 µM]	-1
60	COc1ccc(-c2nc3ccc(Cl)cn3c2NC2CCCCC2)cc1SC1CCCCC1	-6	-5.2	-3	2	8	58	5

Additional compounds
cpd	SMILES	FN deposit inh	CFTR F508del cor	DENV2 CPE	PAX8 inh HTS	EWS-Fli block	miR122 inh	INS-1E GSIS act
61	CN(C)CC(=O)N1[C@H](CO)[C@@H](c2ccccc2)C12CN(C(=O)c1ccccc1)C2	.	-0.1	81*	.	-1	.	4
62	O=C(O)CCC1COc2ccccc2O1 (centres undefined)	0	.	.	.	.	-6	8
63	COc1ccccc1CNC(=O)CSc1ccc(Br)cc1	10	.	.	4	.	.	-4
64	CCn1c2ccccc2c2cc(NC(=O)c3cc(OC)c(OC)c(OC)c3)ccc21	.	2.5	-6	.	39	69	-6

Assay outcomes (PubChem)
